AID2073: inhibitors of Mint1-CaV2.2 protein interaction, biochemical, HTRF (AID 2073) | hit rate 0.19% among 290,000 | Voltage-dependent N-type calcium channel subunit alpha-1B (Homo sapiens) | inhibition, % at 20 µM; hits with a dose series show IC50 in µM | HTRF protein-protein interaction, Mint1-CaV2.2; higher % means a stronger effect; in the data active = inhibition mostly above about 51%, no sharp cut-off; note: some results filed as inactive read as strong as hits
HIV fusion peptide: inhibitors of HIV fusion peptide binding, primary screen, biochemical, uHTS, fluorescence dequenching (AID 1986); cell-free peptide binding, fluorescence dequenching, 30 min; higher % means a stronger effect; inhibition, % at 20 µM; hits with a dose series show IC50 in µM; hit rate 0.3% among 290,000; in the data active = inhibition mostly above about 52%, no sharp cut-off; inactive = mostly below about 76%; note: some results filed as inactive read as strong as hits
Numbers without * were called inactive. An excerpt; count on the stated rates, not on these rows.

AID2073 | HIV fusion peptide | mol
17.3% | -1.3% | CN(c1ccc(C(=O)Nc2ccc3c(c2)n(C)c(=O)n3C)cc1)S(C)(=O)=O
-0.8% | -1.4% | CN(C)CCN(C(=O)c1ccc2ccccc2c1)c1nc2ccc(F)cc2s1
14.2% | 0.0% | C=CCn1c(=O)c2ccccc2n2c(SCC(=O)N(C)C)nnc12
17.7% | -0.2% | O=C(NC1CCN(S(=O)(=O)c2ccc(F)cc2)CC1)c1cccnc1
10.0% | -1.5% | O=C(Nc1ccccc1Oc1cccnc1)C1CCCN(C/C=C/c2ccccc2)C1 (centres undefined)
4.0% | 2.3% | O=S(=O)(NCCc1ccccc1)c1ccc(-n2cnnn2)cc1
14.8% | -2.2% | O=C(c1ccc(Cl)c(S(=O)(=O)N2CCCCC2)c1)N1CCCC1
2.9% | 0.0% | CSCCC(NC(=O)COc1ccccc1)C(=O)N1CCN(C(C)=O)CC1 (centres undefined)
2.5% | 1.5% | COc1ccc(CC(=O)OCN2C(=O)c3ccccc3C2=O)cc1OC
-6.8% | 0.7% | COc1ccc(S(=O)(=O)N2CCN(C(=O)CN3C(=O)NC4(CCCC4)C3=O)CC2)cc1
10.4% | 1.0% | O=S(=O)(NCc1ccccc1)NCc1ccc(Cl)cc1Cl
7.6% | -1.9% | Cc1cc(=O)n2nc(N3CCC(C(=O)NCc4ccccc4)CC3)sc2n1
23.3% | -0.3% | CC(C)Cn1c(=O)c2c(nc3n2CCCN3Cc2ccccc2)n(C)c1=O
1.5% | -0.4% | CCN(Cc1nc(-c2ccccc2)no1)C(=O)COc1cccc(OC)c1
10.1% | -0.1% | CC(=O)c1c(C)[nH]c(C(=O)NC2CCSc3ccccc32)c1C (centres undefined)
34.4% | 2.4% | COC(=O)c1ccc(-n2nnnc2SCC(=O)Nc2ccccc2F)cc1
18.5% | 0.1% | CC(C)NC(=O)CN1C(=O)c2cccc3cccc1c23
1.7% | 3.2% | Cc1ccc(NC(=O)[C@H](Cc2c[nH]c3ccccc23)NC(=O)[C@@H]2Cc3ccccc3CN2)c(C)c1
20.6% | 2.4% | Cc1ccccc1C(=O)Nc1nnc(S(=O)(=O)N2CCCCCC2)s1
11.9% | 5.8% | C[C@H](NC(=O)N1CCn2c1nc1ccccc12)C(=O)NCc1ccccc1
1.9% | -0.1% | CCc1ccc(CN2CCCC(C(=O)Nc3ccc(-c4cscn4)cc3)C2)o1 (centres undefined)
1.1% | 9.4% | O=C(O)c1ccc(N/N=C/c2cc(Br)cs2)cc1
9.8% | 1.9% | CCN1CCCC1CNC(=O)c1cc(COc2ccc(C)c(C)c2)on1 (centres undefined)
15.8% | 0.1% | Cc1c(CC(=O)O)c(=O)oc2c(C)c(OCc3ccccc3)ccc12
-6.1% | -0.3% | CC(=O)N1N=C(c2ccccc2)CC1c1cccs1 (centres undefined)
4.2% | 1.0% | CS(=O)(=O)N(CC(=O)N1CCN(Cc2ccccc2)CC1)c1ccc(F)cc1
6.3% | 1.5% | O=C(Nn1cnnc1)c1ccccc1F
1.1% | 0.4% | Cc1[nH]c(C)c(S(=O)(=O)NCCc2ccccc2)c1C(=O)N1CCCCC1
6.4% | 2.9% | Cc1cccc(C(=O)NCCNC(=O)c2ccco2)c1
8.8% | 1.9% | CCOC(=O)c1cccc(NC(=O)c2ccc(NC(=O)c3ccco3)cc2)c1

Three structures already listed, sorted by length of the SMILES, ascending.
AID2073 | HIV fusion peptide | mol
9.8% | 1.9% | CCN1CCCC1CNC(=O)c1cc(COc2ccc(C)c(C)c2)on1 (centres undefined)
34.4% | 2.4% | COC(=O)c1ccc(-n2nnnc2SCC(=O)Nc2ccccc2F)cc1
8.8% | 1.9% | CCOC(=O)c1cccc(NC(=O)c2ccc(NC(=O)c3ccco3)cc2)c1

(listing goes on)
AID2073 | HIV fusion peptide | mol
1.2% | 0.6% | COc1ccc(N2C(=O)NC(NC(=O)C(C)(C)C)(C(F)(F)F)C2=O)cc1 (centres undefined)
5.3% | -0.5% | CCC[C@H]1COCCS(=O)(=O)N1Cc1ccc(Br)cc1
-0.3% | -0.7% | CC(=O)Nc1ccc(S(=O)(=O)NNC(=O)C2CCCCC2)cc1
-19.9% | 1.2% | COc1cccc(/C=N/n2c(COc3ccccc3)n[nH]c2=S)c1
9.6% | 0.6% | O=C(Cc1ccc(Br)cc1)Nc1ccccc1N1CCCC1
-1.4% | 2.4% | Cc1ccc(NC(=O)c2cc(C)nc3ccccc23)cc1
10.7% | -1.3% | COC(=O)c1sccc1NC(=O)Nc1cc(OC)ccc1OC
-5.8% | 1.5% | O=C(c1cccs1)N1CCN(c2nc3ccccc3s2)CC1
17.5% | 3.8% | CC(=O)NC(c1ccc(C(C)C)cc1)c1ccc2cccnc2c1O (centres undefined)
-2.8% | -0.1% | COC(=O)CCN(c1ccccc1)S(=O)(=O)c1cc(-c2cc(C)no2)ccc1C
-1.8% | 0.4% | Cc1nc(NN)nc(NCc2ccccc2)n1
-5.8% | 0.8% | CCOCCc1nnc(NC(=O)C2CC(=O)N(CCc3ccc(F)cc3)C2)s1 (centres undefined)
13.8% | 2.1% | COc1ccc(-c2nc(CS(=O)(=O)CC(=O)NCc3ccccc3Br)c(C)o2)cc1
-5.0% | 1.5% | CC(=O)Nc1ccc(S(=O)(=O)N2CCc3cc4c(cc3C2C)OCCCO4)cc1 (centres undefined)
2.0% | 0.6% | O=C(Nc1ccc(F)cc1)NC1CCCc2ccccc21 (centres undefined)
15.7% | 0.6% | c1ccc(CNc2nc(-c3ccccc3)nc3ccccc23)cc1
9.5% | -0.5% | O=C(COc1ccc(Br)cc1)Nc1ccc(CN2CCOCC2)cc1
4.6% | 2.2% | Cc1cccc(C)c1NC(=O)c1cc(S(=O)(=O)N2CCOCC2)cn1C
5.2% | -0.9% | COc1cccc(NC(=O)C2CCCN2C(=O)NC2CCCCC2)c1 (centres undefined)
6.3% | 4.5% | O=C(CC(=O)Nc1cc(Cl)ccc1Cl)Nc1cc(Cl)ccc1Cl
13.9% | 17.9% | COc1ccc(-c2cc(C)no2)cc1S(=O)(=O)N1CCOc2ccc(Cl)cc21
17.1% | -0.1% | COCCn1c(CN2CCN(C(c3ccccc3)c3ccccc3)CC2)nc2c1c(=O)n(C)c(=O)n2C
9.3% | -0.4% | CCn1cc(CN2CCCC(C(=O)Nc3cccc(-n4cccn4)c3)C2)c(C)n1 (centres undefined)
5.4% | -0.2% | CC1CCCCN1CCNC(=O)CN1C(=O)CSc2ccc(S(=O)(=O)N3CCCCC3)cc21 (centres undefined)
-7.6% | 0.1% | COc1ccccc1C(=O)Nc1ccnn1C1CCN(Cc2cc(C)c(C)cc2C)CC1
-0.6% | -0.2% | O=C(Nc1ccccc1)c1ccc2c(c1)OCCCO2
-0.2% | 20.3% | Oc1c(Br)cc(Br)cc1/C=N/n1c(-c2ccccc2)n[nH]c1=S
-5.3% | 2.1% | COc1ccc(CCN2C(=O)N[C@@H](CCC(=O)O)C2=O)cc1
14.3% | 0.5% | Cc1noc(NS(=O)(=O)c2ccc(NC(=O)C(Cl)(Cl)Cl)cc2)c1C
-4.9% | -1.2% | CSc1ccc(S(=O)(=O)N2CCC(C(=O)NCC3CCCO3)CC2)cc1 (centres undefined)

Among those listed so far, 3 contain an aryl thioether with sulfur outside any ring.
AID2073 | HIV fusion peptide | mol
14.2% | 0.0% | C=CCn1c(=O)c2ccccc2n2c(SCC(=O)N(C)C)nnc12
34.4% | 2.4% | COC(=O)c1ccc(-n2nnnc2SCC(=O)Nc2ccccc2F)cc1
-4.9% | -1.2% | CSc1ccc(S(=O)(=O)N2CCC(C(=O)NCC3CCCO3)CC2)cc1 (centres undefined)

Continuation:
AID2073 | HIV fusion peptide | mol
0.0% | 0.5% | COc1cccc(N2CCN(C(=O)C3CCCN(c4ncnc5c4nc4n5CCCCC4)C3)CC2)c1 (centres undefined)
-1.8% | -1.1% | Cc1ccc(S(=O)(=O)NC(C)C(=O)N2CCOCCOCCOCCOCC2)cc1 (centres undefined)
11.4% | 0.3% | CCn1c(SCC(=O)Nc2ccc3c(c2)OCO3)nnc1C1CC1
23.4% | -1.2% | CCN(CC)CCCNC(=O)c1ccc(CS(=O)(=O)c2ccccc2OC)o1
3.9% | -0.4% | COCCC(=O)N1CCC(Oc2ccc(C(=O)N3CCCC(OC)C3)cc2)CC1 (centres undefined)
-0.5% | -0.8% | COc1ccc(CNC(=O)CN2C(=O)c3ccc([N+](=O)[O-])cc3C2=O)cc1
1.2% | 42.7% | O=C(O)c1cc(N/N=C/c2cccc3ccccc23)ccc1Cl
10.5% | 1.5% | Cc1ccc(N(C(=O)CNC(=O)c2ccco2)C(C(=O)NC2CCCC2)c2ccncc2)cc1F (centres undefined)
2.6% | -0.6% | O=[N+]([O-])c1cccc(-c2ccc(CN3CCCCC3)o2)c1
2.2% | 1.9% | O=C(Cn1c(=O)oc2ccccc21)NCC1COc2ccccc2O1 (centres undefined)
8.1% | 0.4% | COCCNc1oc(-c2ccco2)nc1S(=O)(=O)c1ccccc1
16.7% | 1.6% | Cc1ccc2nc(N3CCOCC3)c(C=O)cc2c1
-1.8% | 1.8% | CCOC(=O)C1(CCOc2ccccc2)CCN(S(=O)(=O)N(C)C)CC1
15.7% | -0.9% | CC(C)c1ccc(NC(=O)CSc2n[nH]c(=O)n2C2CC2)cc1
2.9% | 2.4% | COCCCN1C(=O)c2ccc(C(=O)Nc3ccccc3Cl)cc2C1=O
-4.1% | -1.9% | COc1ccc(CCNC(=O)CNS(=O)(=O)c2ccc(N(C)C)c([N+](=O)[O-])c2)cc1OC
-1.8% | 2.1% | CCOc1ccc(S(=O)(=O)N2CCCC(C(=O)NCc3ccccn3)C2)cc1C (centres undefined)
2.4% | 1.6% | CN1CCCC(OC(=O)c2ccc(C(C)(C)C)cc2)C1 (centres undefined)
1.3% | 0.0% | CC(=O)N1c2ccc(S(=O)(=O)NCc3ccco3)cc2CC1C (centres undefined)
3.8% | -1.8% | COc1cc(OC)cc(C(=O)Nc2ccc(S(=O)(=O)Nc3ccccn3)cc2)c1
1.6% | 0.6% | Cc1ccc(S(=O)(=O)NNC(=O)Nc2cccc(C)c2C)c(C)c1
5.5% | -1.0% | Cc1ccc(S(=O)(=O)n2nc(C)c(S(=O)(=O)N3CCCCC3)c2C)cc1
-15.1% | -1.4% | CCn1nc(CC(C)C)cc1C(=O)N1CCCC(Nc2ccc(OC)cc2)C1 (centres undefined)
-5.6% | 4.2% | O=C(Nc1ccc2c(c1)OCO2)C1CCN(Cc2cc3c(cc2O)OCO3)CC1
6.8% | -3.2% | Cc1cc(F)ccc1NS(=O)(=O)c1c(C(=O)N2CCOCC2)c(C)n(C)c1C
7.6% | 0.2% | CCOC(=O)c1ccc(CNC(=O)C2CCC(=O)N(Cc3cccc(OC)c3)C2)o1 (centres undefined)
1.6% | 1.6% | CC(C)NC(=O)CN1CCC(c2nc3ccccc3[nH]2)CC1
10.3% | 2.0% | O=C(COc1ccc2c(-c3ccccc3)cc(=O)oc2c1)NCCN1CCOCC1
3.3% | -2.8% | CCN(CC)CCN(C(=O)c1ccc2c(c1)CCCC2)c1nc2ccc(C)cc2s1
-3.7% | -1.4% | Clc1ccc(Cn2ccc3ccccc32)cn1

6 entries from above, reformatted:
canonical_smiles	AID2073	HIV fusion peptide
CCOC(=O)C1(CCOc2ccccc2)CCN(S(=O)(=O)N(C)C)CC1	-1.8%	1.8%
CC(C)c1ccc(NC(=O)CSc2n[nH]c(=O)n2C2CC2)cc1	15.7%	-0.9%
COCCCN1C(=O)c2ccc(C(=O)Nc3ccccc3Cl)cc2C1=O	2.9%	2.4%
COc1ccc(CCNC(=O)CNS(=O)(=O)c2ccc(N(C)C)c([N+](=O)[O-])c2)cc1OC	-4.1%	-1.9%
CCOc1ccc(S(=O)(=O)N2CCCC(C(=O)NCc3ccccn3)C2)cc1C (centres undefined)	-1.8%	2.1%
CN1CCCC(OC(=O)c2ccc(C(C)(C)C)cc2)C1 (centres undefined)	2.4%	1.6%

Remaining list, next part.
AID2073 | HIV fusion peptide | mol
2.2% | -1.5% | COc1cc(OC)cc(C(=O)Nc2ccc3nc4n(c(=O)c3c2)CCCCC4)c1
11.6% | 0.4% | CC(=O)c1ccc(OCCOc2ccc([N+](=O)[O-])cc2)cc1
8.0% | -1.1% | COc1ccc(CC(NC(C)=O)C(=O)NC2CCN(C(=O)Nc3ccccc3C)CC2)cc1OC (centres undefined)
3.5% | -1.2% | Cc1nc(C(F)(F)F)ccc1C(=O)NN1CCOCC1
-4.1% | -0.8% | O=C(NCCCCNC(=O)c1ccc(F)cc1)c1ccc(F)cc1
3.6% | -0.7% | NC(=O)CN1C(=O)C(=O)N(Cc2ccc(Cl)cc2)C1=O
4.4% | 1.7% | COc1ccc(CN2CCN(Cc3ccco3)CC2)c(OC)c1
-10.4% | 1.6% | Cc1cccc(NC(=O)c2cc(=O)[nH]c3ccccc23)c1
23.2% | 19.6% | O=C(N/N=C/c1ccoc1)c1cc(Br)ccc1O
10.4% | -0.5% | COc1ccc(CN2CCSc3sccc3C2=O)cc1
36.1% | 1.3% | CCCCn1c(N)c(N(CC)C(=O)c2ccc(Cl)c(Cl)c2)c(=O)[nH]c1=O
8.7% | -1.5% | Cc1cc(C)nc(SCC(=O)c2ccc(F)cc2F)n1
3.9% | -0.4% | Cc1ccc(OCCCCNC(C)c2ccccc2)c(C)c1 (centres undefined)
-18.6% | 0.6% | CC(c1ccccc1)n1c(-c2ccc(Cl)cc2)n[nH]c1=S (centres undefined)
4.3% | -1.1% | O=C(COc1cc2oc(=O)c3c(c2cc1Cl)CCC3)N1C[C@H]2C[C@@H](C1)c1cccc(=O)n1C2
9.7% | -2.2% | CC(C)(C)c1ccc(S(=O)(=O)N2CCC(NC(=O)c3ccco3)CC2)cc1
8.0% | -1.0% | Cc1cc(N2CC(C(=O)Nc3nccs3)CC2=O)ccc1C(C)C (centres undefined)
12.3% | -0.9% | CSCC[C@H](NC(=O)[C@@H]1Cc2ccccc2CN1)C(=O)NC1CCCCC1
0.1% | 3.4% | N#Cc1ccccc1NC(=O)COC(=O)CCc1ccccc1
32.8% | -1.0% | O=c1[nH]cccc1-c1nc2ccccc2n1Cc1ccccc1F
